NPC1 promoter act = activates the NPC1 promoter. AID 485313. Huh7 NPC1 promoter luciferase reporter, 24 h. Potency, µM (titrated, usually from 9.22 µM), inactives show at the highest dose activation, hits mostly activators. actives 2.4% (n = 320,000);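 further: potency means the concentration at half of the fitted maximal effect; % of control where 0% means no effect; nearly all actives have a fitted effect of over 60% in size; reporter is driven by a mutant NPC1 promoter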
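Huh7 reporter cells (NPC1 promoter driving luciferase) are dosed with compound for 24 h at 37 °C, 5% CO2; luciferase detection reagent is then added and luminescence measured after 10 min at ambient temperature.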
Rab9 prom act = activators of Rab9 promoter. Huh7 Rab9 promoter-luciferase reporter, luminescence, 24 h. Potency, µM (doses to about 9.22 µM), inactives show top-dose activation, negative = inhibition, hits mostly activators. actives 2.8% (n = 320,000); further: potency means the concentration at half of the fitted maximal effect; % of control where 0% means no effect; nearly all actives have a fitted effect of over 60% in size
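Steps: seed 1500 Huh7 Rab9-luc cells per well, rest 2 h at 37 °C; add compound in DMSO; incubate 24 h; add luciferase reagent, 10 min ambient; read luminescence.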
Tb PFK block = inhibitors of T. brucei phosphofructokinase; O15648; T. brucei PFK, ADP-Glo luminescence; Potency, µM (titrated, usually from 57.5 µM), for inactives: at the highest dose activity, negative = inhibition, most hits filed as inhibitors; actives 0.17% (n = 330,000); AID 485367;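 further: potency means the concentration at half of the fitted maximal effect; 0% = uninhibited 1x PFK enzyme wells and -100% = no-enzyme wells; nearly all actives have a fitted effect of over 60% in size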
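1.25 nM PFK with 0.5 mM F6P and 0.1 mM ATP in 0.1 M TEA pH 8.0, 5 mM MgCl2, incubated 45 min at room temperature; ADP measured by ADP-Glo luminescence; compounds titrated up to 57 uM.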
RORg inh = inhibitors of mouse ROR gamma transcriptional activity. actives 5.4% (n = 310,000). P51450. AID 2551. Drosophila S2 Gal4-RORgamma UAS-luciferase reporter, 20 h. Potency, µM (top dose mostly 53.6 µM), without a hit: top-dose activity change, negative = inhibition, actives largely listed as inhibitors; further: potency means the concentration at half of the fitted maximal effect; on the % scale 0 is the no-effect control and ±100 the full control effect; nearly all actives have a fitted effect of over 60% in size
Target sequence (P51450 whole entry, looked up, the tested form may be a part): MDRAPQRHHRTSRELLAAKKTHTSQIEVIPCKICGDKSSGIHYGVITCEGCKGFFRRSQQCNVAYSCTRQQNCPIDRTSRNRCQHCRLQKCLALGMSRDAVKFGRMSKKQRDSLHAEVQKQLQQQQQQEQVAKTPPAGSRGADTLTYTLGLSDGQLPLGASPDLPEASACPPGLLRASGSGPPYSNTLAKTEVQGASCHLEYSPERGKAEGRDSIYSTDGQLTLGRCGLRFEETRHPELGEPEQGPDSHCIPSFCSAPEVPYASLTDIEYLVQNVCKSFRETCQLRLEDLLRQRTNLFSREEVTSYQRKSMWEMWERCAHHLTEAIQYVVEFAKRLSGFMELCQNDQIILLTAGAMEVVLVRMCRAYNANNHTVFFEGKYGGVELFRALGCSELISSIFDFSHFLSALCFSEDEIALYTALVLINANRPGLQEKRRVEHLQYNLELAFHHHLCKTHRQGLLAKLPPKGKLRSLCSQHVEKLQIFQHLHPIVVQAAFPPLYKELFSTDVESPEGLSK
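A Gal4/UAS one-hybrid system in insect cells: metallothionein-promoter Gal4–ROR gamma fusion plus Photinus luciferase reporter. Copper sulfate 700 uM final, 20 hr ambient incubation, luminescent detection after 10 min with reagent.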
Coupling enz = inhibits coupling enzyme system, counter-screen for aldolase hits; AID 2472; coupling enzyme system counterscreen, AmpLite Red fluorescence; activity change, negative = inhibition, % at 58.2 µM, hits read low; actives 0.67% (n = 290,000); in the data active means activity change below about -30%; further: on the % scale 0 is the no-effect control and ±100 the full control effect
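Counterscreen lacking aldolase: glyceraldehyde-3-phosphate coupling-enzyme reagent preincubated 10 min at RT with compound (at 57.5 uM final), then substrate/coupling system with AmpLite Red added; fluorescence read at 525/598 nm after 20 min RT.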
ELG1 genotox = induces genotoxicity in HEK293T cells with luciferase-tagged ELG1; HEK293T ELG1-luciferase reporter, luminescence, 16 h; Potency, µM (series often up to 46 µM), without a hit: at the top dose activity change, positive = activation, actives largely listed as activators; actives 1.3% (n = 330,000); AID 504466; further: potency means the concentration at half of the fitted maximal effect; % of control where 0% means no effect; nearly all actives have a fitted effect of over 60% in size
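Reporter readout depends on ELG1 protein level, which increases with genetic stress. After 16 hr compound exposure at 37 °C, luciferase activity was quantified using ONE-Glo.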
Giardia killer = kills Giardia lamblia | Giardia lamblia trophozoite viability | AID 540267 | activity change, % at 7.66 µM, hits read low | actives 0.15% (n = 340,000); in the data active means activity change below about -80%; inconclusive means between about -30% and that limit;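 further: parasites exposed to compound for two days anaerobically before the ATP read; on the % scale 0 is the no-effect control and ±100 the full control effect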
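Anaerobic 48 hrs incubation at 37 deg C of 100 trophozoites/well with test compounds; ATPLite 1-Step luminescence, 15-30 min RT, reports cellular ATP as viability.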
FLuc counter = firefly luciferase modulation, counter-screen for miR-21 project; purified FLuc, Km substrates, luminescence inhibition; P08659; actives 6.9% (n = 360,000); Potency, µM (doses to about 57.5 µM), for inactives: at the highest dose activity change, negative = inhibition, usual class: inhibitors; AID 588342;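 further: potency means the concentration at half of the fitted maximal effect; plate controls were vehicle for no effect and reference inhibitor for full effect; nearly all actives have a fitted effect of over 55% in size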
Target sequence (P08659 whole entry, looked up): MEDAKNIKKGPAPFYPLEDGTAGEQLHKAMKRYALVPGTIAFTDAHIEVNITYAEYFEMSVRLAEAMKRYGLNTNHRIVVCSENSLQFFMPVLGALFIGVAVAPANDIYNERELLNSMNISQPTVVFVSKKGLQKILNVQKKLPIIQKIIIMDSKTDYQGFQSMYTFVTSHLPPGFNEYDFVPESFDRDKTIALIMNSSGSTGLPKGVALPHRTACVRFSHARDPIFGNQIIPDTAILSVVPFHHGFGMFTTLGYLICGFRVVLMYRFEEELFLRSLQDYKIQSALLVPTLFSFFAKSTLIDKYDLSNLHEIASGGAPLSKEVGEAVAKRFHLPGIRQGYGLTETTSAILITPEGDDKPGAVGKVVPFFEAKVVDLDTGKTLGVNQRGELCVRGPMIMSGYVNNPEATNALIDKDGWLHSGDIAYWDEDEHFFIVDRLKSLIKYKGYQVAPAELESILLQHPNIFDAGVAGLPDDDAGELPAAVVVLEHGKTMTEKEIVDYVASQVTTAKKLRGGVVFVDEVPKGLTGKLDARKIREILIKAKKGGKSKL
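Purified P. pyralis luciferase, 10 nM final, with Km-level 10 uM D-luciferin and 10 uM ATP in 50 mM Tris acetate pH 7.5, 10 mM Mg acetate, 0.01% Tween-20, 0.05% BSA; 6-point qHTS titration about 60 µM downward; luminescence read.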
KCNH2 3.1 block = blocks the human KCNH2 3.1 channel isoform | U2OS KCNH2 3.1, thallium flux FluxOr; hits give low values | activity change, % (tested at about 1.8 µM) | actives 0.95% (n = 340,000);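 active means maximum activity change below -70%; inconclusive means maximum activity change from -70% to -50%; inactive means maximum activity change above -50%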;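 further: thallium influx rate constant from kinetic fluorescence after stimulation buffer; on the % scale 0 is the no-effect control and ±100 the full control effect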
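Kinetic fluorescence (2 min after stimulation buffer) measures Tl+ influx through KCNH2 3.1 expressed by viral transduction in U2OS cells; the rate constant is normalized against DMSO controls serving as positive and negative references.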
uPA surface inh = cell surface uPA generation inhibition; actives 0.31% (n = 330,000); AID 540303; cell surface uPA generation assay, qHTS; Potency, µM (top dose mostly 38.3 µM), without a hit: top-dose activity change, negative = inhibition, usual class: inhibitors; active means well fitted inhibition curve with a large enough effect; inconclusive means small, poorly fitted or top-dose-only effect; inactive means no such curve, though single readings can be large or run the other way; tested in mouse RAW 264.7 cells; further: potency means the concentration at half of the fitted maximal effect; on the % scale 0 is the no-effect control and ±100 the full control effect; nearly all actives have a fitted effect of over 55% in size
VP16 counter = inhibits Gal4-VP16 luciferase reporter, ROR gamma counter-screen. AID 2546. actives 3.5% (n = 310,000). Potency, µM (top dose mostly 53.6 µM), for the others: at the highest dose activity, negative = inhibition, most hits filed as inhibitors. Drosophila S2 Gal4-VP16 UAS-luciferase, luminescence, 20 h;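 further: Gal4-VP16 expression switched on by copper sulfate through the metallothionein promoter; potency means the concentration at half of the fitted maximal effect; on the % scale 0 is the no-effect control and ±100 the full control effect; nearly all actives have a fitted effect of over 50% in size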
* = called active by the depositor; ? = inconclusive; . = no result given; & = joins results of further samples; [ ] = remark or other dose. Unless noted, the call rests on the fitted dose curve; in most records, active means well fitted curve in the direction sought with a large enough effect; inconclusive means small, poorly fitted or top-dose-only effect, or another doubt; inactive means no such curve, though single readings can be large; an effect the other way counts as inactive or inconclusive.

Structure | NPC1 promoter act | Rab9 prom act | Tb PFK block | RORg inh | Coupling enz | ELG1 genotox | Giardia killer | FLuc counter | KCNH2 3.1 block | uPA surface inh | VP16 counter
CC[C@]1(C(=O)OC)[C@H]2C(=O)N(Cc3ccccc3)C(=O)[C@H]2[C@H]2CN=C(SCc3ccc(Cl)cc3)N21 | . | . | 3.3% | . | . | -6.0% | -3.3 | . | -98.8* | -6.2% | .
COC(=O)c1cc(NC(=O)Cn2nc(C)n3cccc3c2=O)cc(C(=O)OC)c1 | -1.8% | 9.3% | -2.9% | 13.8% | 4.8 | 0.0%[9.26 µM] | 5.5 | 1.8% | 48.9 | -2.3% | -27.9%
Cc1ccccc1NC(=O)C(C)OC(=O)C1CC(=O)N(Cc2ccco2)C1 (stereo unspecified) | -1.1% | 0.0% | 16.2% | . | . | -2.4% | 9.2 | 4.1% | 3.3 | -1.6% | .
COc1ccc(CNC(=O)CC(NC(N)=O)c2ccccc2Cl)cc1OC (stereo unspecified) | -3.4% | 12.1% | 9.7% | -12.9% | 4.9 | -0.8% | 6.5 | 0.5% | -1.3 | 2.5% | -19.2%
O=C(c1cc2ccccc2oc1=O)N(Cc1ccco1)CC1CCCO1 (stereo unspecified) | 2.5% | -3.9% | -0.8% | 17.4% | 0.1 | -3.1% | 2.0 | 3.9% | 9.3 | . | 16.6%
CCC1CCCCN1S(=O)(=O)c1c(C)n(C)c(=O)n(C)c1=O (stereo unspecified) | 1.9% | -5.1% | -9.1% | . | . | -2.4% | 1.3 | -0.3% | 0.0 | 19.4% | .
NC(=O)CSc1nnc(-c2ccco2)n1-c1ccccc1 | 1.6% | 2.4% | -2.0% | 5.0% | 1.9 | -1.2% | 23.7 | -0.9% | -0.2 | 6.0% | -8.9%
Cc1ccc(OCCC(=O)OCC(=O)Nc2ccc(Cl)cn2)cc1 | -0.9% | -2.1% | 1.5% | ? | 0.9 | -2.2% | -13.2 | -3.9% | 4.9 | 4.1% | -1.0%
Cc1ccc2nc(-c3ccccc3)cc(C(=O)Nc3cccnc3)c2c1 | 0.0% | -1.6% | 0.0% | . | . | -2.8% | -5.0 | . | -1.7 | 2.1% | .
CC1CCCN(C(=O)Cn2nnc(-c3cccnc3)n2)C1 (stereo unspecified) | 9.3% | 0.1% | -10.6% | 13.3%[10 µM] | -0.7 | 4.0% | 16.0 | -0.5% | -5.6 | . | -7.5%
CC(NC(=O)c1nn(C)c(=O)c2ccccc12)c1ccccc1 (stereo unspecified) | -3.7% | -1.9% | 18.4% | 26.7% | 1.6 | -0.8% | -9.4 | -0.3% | 0.6 | -1.9% | 8.0%
CCN1CCN(c2ccc(N=Cc3ccccc3O)cc2)CC1 | 1.7% | 0.8% | 2.7% | -24.2% | 0.6 | -1.4% | 22.3 | 21.3µM* | -5.8 | ? | 2.2%
CC(=O)Nc1cccc(OCc2ccc(F)cc2)c1 | 0.9% | 0.6% | -0.8% | 41.7% | 3.1 | 13.2% | 23.6 | ? | -17.5 | -4.6% | -15.4%
C[C@@H]1CN([C@@H](C)CO)C(=O)c2cc(NC(=O)Nc3ccccc3)ccc2O[C@H]1CN(C)C(=O)Nc1cccc2ccccc12 | . | . | 4.9% | . | . | -3.1% | 12.3 | . | -11.9 | -10.6% | .
Cn1c(=O)c2[nH]c(-c3ccccc3Cl)c(O)c2n(C)c1=O | -1.0% | -7.0% | 2.0% | 12.9% | 2.5 | -0.1% | 2.7 | 1.1% | 4.3 | -0.1% | -2.4%
CSc1cccc(NC(=O)COc2ccccc2)c1 | 11.0% | 1.3% | -6.7% | -2.8% | -9.2 | 3.9% | 11.3 | 16.9µM* | 11.3 | -3.1% | -12.0%
COC(=O)c1ccc(NC(=O)Nc2ccc(F)cc2F)cc1 | ? | 3.55µM* | -3.0% | -3.8% | 5.9 | ? | -4.5 | 7.57µM* | . | 0.9% | -9.2%
C=CCOc1ccc(CNn2cn[nH]c2=S)cc1OC | 0.7% | -0.8% | -14.0% | -27.1% | 5.4 | -2.9% | -12.5 | 1.4% | -9.0 | -12.1% | 9.0%
O=C(CCC1CCCNC1)c1ccccc1 (stereo unspecified) | -7.1% | -1.3% | 0.8% | -36.7% | 0.3 | -2.8% | . | 2.4% | . | . | -7.8%
O=C(NCCn1cc(SCc2ccccc2F)c2ccccc21)c1c(F)cccc1F | 7.0% | 6.3% | 0.0% | ? | -9.6 | -5.8% | -2.2 | -16.2% | -2.5 | ? | ?
O=C(Nc1nnc(-c2ccccc2SCc2ccccc2F)s1)Nc1ccccc1F | 0.4% | 12.2% | 1.1% | -25.2% | 0.3 | 16.0% | -4.5 | 7.3% | 10.4 | 6.7% | 0.4%
COc1ccc2c3c(cccc13)C(=O)N(O)C2=O | -5.7% | -4.8% | -0.9% | -4.2% | -3.5 | ? | -2.7 | 3.0% | 15.1 | -8.6% | ?
O=C(COC(=O)/C=C/c1ccc(C(F)(F)F)cc1)NC1CCS(=O)(=O)C1 (stereo unspecified) | -1.8% | 0.9% | 25.3% | . | . | 14.3% | 4.3 | -6.8% | -19.1 | -0.8% | .
O=C(CC12CC3CC(CC(Br)(C3)C1)C2)Nc1nncs1 | -2.5% | 12.5% | 1.3% | -34.2% | -1.4 | 1.9% | 11.4 | 0.8% | -5.5 | -0.9% | -9.0%
CCOc1ccccc1C(=O)NCC(=O)NC(C)c1ccc(-n2ccnc2)cc1 (stereo unspecified) | -1.7% | -3.7% | -1.5% | . | . | -0.1% | 24.5 | 4.7% | -4.0 | -2.1% | .
O=C(COC(=O)c1ccc(Cl)c(S(=O)(=O)N2CCc3ccccc3C2)c1)Nc1ncc(Cl)cc1Cl | -4.4% | -4.2% | 0.5% | 9.5% | 1.7 | 0.6% | 12.0 | 1.3% | -41.3 | 1.8% | 9.6%
O=C(CCc1ccc(S(=O)(=O)N2CCOCC2)cc1)N1CCCC1 | 1.1% | 1.7% | -0.8% | -7.7% | 2.6 | -1.2% | 5.3 | 2.8% | -14.0 | . | 0.5%
COc1ccc(N2CCN(C(=O)CSc3nnc4c5cc(C)ccc5n(C)c4n3)CC2)cc1 | -4.5% | -4.3% | -4.0% | -17.8% | -3.9 | 0.7% | -2.8 | ? | -1.3 | 3.1% | -2.9%
CCCCCCCCCCCC1=C(O)C(=O)C=C(O)C1=O | . | . | . | -23.7%&-2.7%&-6.0% | 14.6&9.9&10.7 | . | -10.9&-2.8 | . | -1.6 | -9.2% | -10.2%&-14.0%&-20.0%
COc1ccc(N(C(=O)c2snc(C(N)=O)c2N)C(C(=O)NCc2ccc(F)cc2)c2ccc(O)cc2)cc1 (stereo unspecified) | 3.0% | -0.8% | -4.2% | ? | -1.1 | -17.5% | 17.0 | -0.9% | -4.8 | 0.8% | -10.7%
O=C1NC(=O)C(c2ccc(F)cc2)N1 (stereo unspecified) | 4.0% | 7.9% | -1.3% | 11.6% | 4.7 | 0.8% | 2.5 | -2.1% | 2.6 | 3.2% | 3.7%
Cc1cc(C(=O)NC2CCCc3c2cnn3-c2ccc(C)c(C)c2)n(C)n1 (stereo unspecified) | -31.1%[inhibitor] | -42.8%[inhibitor] | 2.2% | ? | . | -3.4% | 22.2 | -2.4% | -3.6 | -25.2% | 0.0079µM*
Cc1cc(=O)n2nc(N3CCC(C(=O)NC(C)c4ccccc4)CC3)sc2n1 (stereo unspecified) | 1.0% | -1.3% | -5.2% | -3.3% | 1.0 | -2.5% | -25.7 | 1.1% | 3.0 | -1.9% | 1.2%
c1ccc2[nH]c(CN3CCN(c4ncnc5c4oc4ccccc45)CC3)nc2c1 | -2.6% | -6.0% | 0.2% | 32.6% | 2.6 | -4.5% | 10.6 | -14.2% | -7.2 | 8.4% | 0.8%
C/C(=N\NC(=O)C(=O)Nc1ccc(C)c(Cl)c1)c1ccncc1 | -7.1% | -2.6% | 12.2% | ? | 0.8 | 0.0% | 3.4 | -0.3% | -1.9 | -3.0% | ?
CCCCN(C)CCCNC(=O)c1cc(-c2cccs2)nc2ccccc12 | 2.3% | -6.0% | -0.2% | -15.9% | 1.5 | -4.1% | 2.8 | -1.5% | -71.7* | -2.2% | -4.4%
Cc1ccccc1NC(=S)NC12CN3CN(CN(C3)C1)C2 | -0.5% | 6.7% | -0.7% | -19.5% | 0.1 | 15.5% | 15.1 | 2.3% | 3.0 | -0.5% | 1.3%
Cc1ccc(-c2cc3onc(-c4ccccc4)c3c(=O)n2C)cc1 | ? | ? | -2.2% | . | . | ? | -18.2 | 0.135µM* | . | ? | .
CCN1CNC(=S)N(c2cc(C)ccc2C)C1 | -2.7% | 1.4% | -5.7% | ? | 0.0 | 0.2% | -17.9 | -0.8% | -25.4 | . | -28.5%
Cc1c(NC(=O)c2cc(C(C)C)on2)c(=O)n(-c2ccccc2)n1C | 0.1% | -5.5% | 3.4% | -12.0% | -3.9 | 2.0% | 15.5 | 8.4% | -3.9 | . | 1.9%

Hits appear at their usual frequency. About 14% of those tested had a hit in this group.
